# M5 antag: human M5 muscarinic receptor antagonists, primary screen, CHO cells, Fluo-8 calcium fluorescence; inhibition, % at 3 µM; hit rate 0.59% among 360,000; CHO-hM5 cells, ACh EC80; Muscarinic acetylcholine receptor M5 (Homo sapiens), P08912;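 active = inhibition above a per-plate cutoff, the mean of that plate's test compounds plus 3 SD, cut at about 27% in these data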;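 also: 0% = acetylcholine EC80 with DMSO and 100% = DMSO without agonist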
# Target sequence (P08912 whole entry, looked up): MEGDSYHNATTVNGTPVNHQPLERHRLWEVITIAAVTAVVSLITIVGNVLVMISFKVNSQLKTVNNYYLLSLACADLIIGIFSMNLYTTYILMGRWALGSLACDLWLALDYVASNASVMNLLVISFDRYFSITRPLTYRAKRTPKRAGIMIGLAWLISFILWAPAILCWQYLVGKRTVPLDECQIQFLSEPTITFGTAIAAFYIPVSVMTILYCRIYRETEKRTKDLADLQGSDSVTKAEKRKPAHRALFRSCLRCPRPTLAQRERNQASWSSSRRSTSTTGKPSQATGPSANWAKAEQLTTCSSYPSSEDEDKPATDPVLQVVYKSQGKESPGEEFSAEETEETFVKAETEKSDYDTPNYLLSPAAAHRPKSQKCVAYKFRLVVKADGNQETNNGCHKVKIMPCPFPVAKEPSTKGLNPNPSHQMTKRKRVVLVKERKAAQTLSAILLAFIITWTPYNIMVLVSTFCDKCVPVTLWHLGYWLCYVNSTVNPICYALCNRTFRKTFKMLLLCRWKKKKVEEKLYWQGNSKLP
# IDE inh: human IDE inhibitors in live cells, primary screen, fluorescence polarization, HEK cells, FAbetaB substrate; Insulin-degrading enzyme (Homo sapiens), P14735; FAbetaB cleavage; inhibition, % at 5.59 µM; hit rate 0.41% among 320,000; AID 434962, 2010;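 active = percent inhibition above the average of all tested compounds plus 3 SD, set per screening campaign, cut at about 16% in these data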;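 also: IDE supplied by intact live HEK cells; FP after avidin binding of uncleaved biotin substrate so inhibition keeps polarization high; 0% = DMSO wells and 100% = 60 µM reference IDE inhibitor Ii1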
# CHRM4 antagonist: human M4 muscarinic receptor antagonists, primary screen, CHO cells, Fluo-8 calcium fluorescence; Muscarinic acetylcholine receptor M4 (Homo sapiens), P08173; CHO-hM4 cells, ACh EC80; inhibition, % at 3 µM; hit rate 0.73% among 360,000;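 active = inhibition above its plate's cutoff, the mean inhibition of sample wells plus 3 SD, cut at about 27% in these data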;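 also: 0% = acetylcholine EC80 with DMSO and 100% = DMSO without agonist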
# Target sequence (P08173 whole entry, looked up): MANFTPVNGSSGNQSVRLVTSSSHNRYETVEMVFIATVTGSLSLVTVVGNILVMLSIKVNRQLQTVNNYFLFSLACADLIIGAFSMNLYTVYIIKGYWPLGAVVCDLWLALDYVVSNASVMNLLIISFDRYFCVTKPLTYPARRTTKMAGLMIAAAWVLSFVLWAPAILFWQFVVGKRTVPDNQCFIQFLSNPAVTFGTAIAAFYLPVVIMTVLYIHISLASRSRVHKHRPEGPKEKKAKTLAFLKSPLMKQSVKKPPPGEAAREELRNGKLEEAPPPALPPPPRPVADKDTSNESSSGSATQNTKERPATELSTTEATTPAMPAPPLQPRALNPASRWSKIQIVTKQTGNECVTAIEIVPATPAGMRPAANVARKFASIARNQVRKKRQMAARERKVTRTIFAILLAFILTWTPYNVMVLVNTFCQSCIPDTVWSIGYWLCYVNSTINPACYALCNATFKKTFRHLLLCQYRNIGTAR
# CRFR2-BP ag: agonists of CRF-BP/CRF-R2 complex, primary screen, cell-based, HEK293, calcium dye fluorescence, uHTS; CRF-binding protein / CRF receptor 2 complex (human); calcium dye fluorescence (FLIPR); percent of saturating CRF peptide response; activation, % at 13.2 µM; hit rate 0.46% among 350,000;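 active = activation of at least 50%, plus an integration ratio under a set limit after plate pattern correction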;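 also: plate controls were neutral control wells without compound for no effect and CRF at EC100 for full effect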
# CHRM4 PAM: human M4 muscarinic receptor positive allosteric modulators, primary screen, CHO-K1 cells, Fluo-8 calcium fluorescence | Muscarinic acetylcholine receptor M4 (Homo sapiens), P08173 | CHO-K1 hM4/Gqi5, ACh EC20; 0% = ACh EC20, 100% = maximal ACh | activation, % at 3 µM | hit rate 0.4% among 360,000 | AID 624126, 2012;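 active = activation above its plate's cutoff, the mean activation of sample wells plus 3 SD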; also: some results filed as inactive read as strong as hits
# CHRM5 PAM: human M5 muscarinic receptor positive allosteric modulators, primary screen, CHO-K1 cells, Fluo-8 calcium fluorescence. activation, % at 3 µM. AID 624038, 2012. Muscarinic acetylcholine receptor M5 (Homo sapiens), P08912. hit rate 0.3% among 360,000. CHO-K1 hM5, ACh EC20 PAM; 0% = ACh EC20, 100% = ACh EC100;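 active = activation above the run cutoff, the mean activation of all test compounds plus 3 SD, cut at about 18% in these data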
#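 Assay system: CHO-K1 hM5 cells. Also added: acetylcholine at EC20 concentration, added after compound. Dosing: 3 µM, single dose. Times: compound preincubation 140 s before EC20 acetylcholine addition. Signal: Fluo-8 calcium fluorescence. Measure: % activation relative to EC20 and EC100 ACh responses. Repeats: singlicate, one well per test compound.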
# M4 ag: human M4 muscarinic receptor agonists, primary screen, CHO-K1 cells, Fluo-8 calcium fluorescence | Muscarinic acetylcholine receptor M4 (Homo sapiens), P08173 | CHO-K1 hM4/Gqi5; vehicle 0%, full acetylcholine response 100% | activation, % at 3 µM | hit rate 0.14% among 360,000 | AID 624127, 2012;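 active = activation above the run mean over all test wells plus 3 SD, cut at about 32% in these data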;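 also: peak over basal fluorescence ratio per well then scaled between controls; 0% = DMSO wells and 100% = acetylcholine at EC100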
# M5 ag: human M5 muscarinic receptor agonists, primary screen, CHO-K1 cells, Fluo-8 calcium fluorescence; Muscarinic acetylcholine receptor M5 (Homo sapiens), P08912; CHO-K1 hM5 cells; 0% DMSO wells, 100% maximal acetylcholine response; activation, % at 3 µM; hit rate 0.19% among 360,000;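 active = activation above the run's mean over test compounds plus 3 SD, cut at about 23% in these data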;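 also: signal is peak over basal fluorescence ratio across the kinetic read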
# CRFBP-R2 block: antagonists of CRF-BP/CRF-R2 complex, primary screen, cell-based, HEK293, calcium dye fluorescence, uHTS | CRF-induced calcium fluorescence | inhibition, % at 11.8 µM | hit rate 0.59% among 350,000 | AID 588475, 2011;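 active = inhibition of the ligand-induced calcium signal above about 50% at the single tested concentration, limit read from the data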
# Starred values were filed as active, the others as inactive; · = no result given.
SMILES,M5 antag,IDE inh,CHRM4 antagonist,CRFR2-BP ag,CHRM4 PAM,CHRM5 PAM,M4 ag,M5 ag,CRFBP-R2 block
CCCCn1c(N)c(N(CCOC)C(=O)C2CCN(C(=O)c3ccc(F)cc3)CC2)c(=O)[nH]c1=O,0,-6,-11,0.1,6,0,0,1,5
CSc1ccccc1NC(=S)Nc1cccc(C(F)(F)F)c1,-3,1,0,-0.2,3,-6,1,-1,-3
CCCc1ccc(OCCNC(=O)c2ccco2)cc1,7,·,-15,-0.1,2,-5,5,-2,6
COc1cccc2c(O)cc(=O)n(C)c12,1,3,-8,0.8,2,-3,0,-1,-4
CCOC(=O)N1CCC(=NNc2nc(C)cc(=O)[nH]2)CC1,3,0,0,-0.6,-5,-1,0,0,-14
Nc1c(C=C2C=CC(=O)C=C2)c(=O)nc2sc(CC(=O)N3CCCC3)nn12,16,1,1,0.8,6,-7,1,-5,-3
COc1ccc(NC(=O)CN(C)C(=O)CCCNC(=O)c2ccc(Cl)cc2)cc1,4,0,-17,1.4,3,-4,1,-4,10
CC(=O)N1CCN(c2ccc(NC(=O)c3ccc4c(c3)OCCO4)cc2)CC1,-4,2,2,0.1,3,5,3,3,-1
CCN(CC)C(=O)c1cccc(-c2csc(C(O)c3ccc(OC)cc3)n2)c1 (configuration not stated),10,·,1,·,-8,-11,16,8,·
Cc1ccccc1S(=O)(=O)NCc1cccnc1,4,5,1,-1.0,-1,-6,0,-3,-3
CCC1(CC)C(=O)N(C)C(=O)NC1=Nc1ccc(OC)cc1,-4,4,-5,3.3,9,5,2,3,4
COc1cccc(CNCCNC(=O)c2ccco2)c1OC,1,4,5,35,-4,3,0,-2,-36
Cc1sc2nc(N)sc2c1C,5,11,1,-0.5,-1,0,1,-3,-10
CCOC(=O)C1(C)CCN1C(=O)c1cccc(OC)c1 (configuration not stated),1,·,-5,·,10,-2,0,0,·
C/C(Nc1ccc(Cl)c(Cl)c1)=C1/CCOC1=O,1,·,-13,-0.1,6,-1,2,-1,-2
CCn1cc(S(=O)(=O)NCCc2ccc(F)cc2)cn1,14,8,0,0.2,2,-3,1,-3,5
O=C1C2C(C(=O)N1/N=C/c1ccco1)C1C=CC2C12CC2 (configuration not stated),8,0,12,-2.5,-4,-3,1,1,-14
COc1ccc(S(=O)(=O)N(C(C)=O)c2ccc3oc(=O)sc3c2)cc1,4,25*,4,-0.8,-4,-10,0,0,-8
O=C(COC(=O)c1ccccc1OCc1ccc(Cl)cc1)NC1CC1,-8,-3,-15,-1.9,-1,-6,3,-9,6
O=S(=O)(NCc1nnc2ccccn12)c1ccc(F)cc1,-1,·,-8,0.4,-4,2,0,-4,-7
Cc1ccc(S(=O)(=O)N2CCC(C)CC2)cc1C(=O)NCc1ccccn1,-3,12,-8,7.3,-7,8,1,-1,5
COc1cc(S(=O)(=O)NCCOC23CC4CC(CC(C4)C2)C3)c(OC)cc1Cl,9,-1,14,-0.7,2,-1,2,0,4
COc1ccc(S(=O)(=O)NC(=O)C2(C)CCN2C(=O)CC2CC2)cc1 (configuration not stated),-4,·,-18,·,9,0,1,-2,·
Oc1ccc(C2=CSC3=NCCN23)cc1O,3,1,-4,-0.8,-6,-6,2,-6,5
Cc1cccc(-n2c(SCC(=O)N3CC(=O)Nc4ccccc43)nc3ccccc3c2=O)c1,13,-3,5,7.9,-9,-11,13,10,-20
O=C(COc1ccc(Cl)cc1Cl)NC(=O)N1CCOCC1,2,1,2,1.0,1,-6,1,0,-14
CN(C)CCNC(=O)c1cccc(-c2cccc3nncn23)c1,5,·,10,·,-3,0,1,-1,·
COc1ccccc1OCc1ccc(C(=O)N(C)C)o1,0,0,-6,1.4,4,-6,1,-1,-10
O=C(O)c1nn(-c2cccc(Cl)c2)c(=O)cc1O,4,2,-4,-0.6,3,-4,0,-1,10
COc1ccccc1NS(=O)(=O)c1cccc(C(=O)N2CCCCCCC2)c1,11,0,-5,-0.7,6,2,2,1,3
CC1CC(NC(=O)/C(C#N)=C/c2ccc[nH]2)CC(C)(C)C1 (configuration not stated),2,-2,2,2.1,-15,0,-1,0,-5
Cc1cccc(NC(=O)NN2CCN(C)CC2)c1C,6,·,3,-0.6,0,-1,0,-3,3
COc1ccc([C@H]2CC(=O)C=C(c3ccc(C)c([N+](=O)[O-])c3)C2)cc1,8,7,-1,1.2,-7,-10,2,-2,0
COc1cccc(N2C(=O)N(c3ccccc3Cl)C3CS(=O)(=O)CC32)c1 (configuration not stated),-5,7,6,-1.9,-3,-1,1,-3,-16
COc1ccccc1C(=O)NCCCNC(=O)c1ccccn1,0,6,-17,0.4,1,2,0,-2,-13
O=C(Nc1ccon1)c1nc[nH]c1C(=O)NCc1ccccc1,0,3,-2,0.1,8,5,6,4,-2
COCCNC(=S)N/N=C/c1ccc2c(c1)OCCO2,8,-3,-20,-0.9,3,5,0,-3,5
O=C(COc1ccc(Cl)cc1)NCCc1ccccn1,-2,6,-6,-2.0,6,8,1,0,-2
O=C(Nc1cc(Cl)ccc1-n1cncn1)c1ccc([N+](=O)[O-])o1,-5,0,1,-0.3,1,1,2,-3,-14
Cc1ccc(OCCNC(=O)[C@H]2O[C@@H](n3ccc(N)nc3=O)[C@H](O)[C@@H]2O)cc1C,1,·,-1,·,0,6,1,4,·
COc1ccc(S(=O)(=O)N(C)C)cc1NC(=O)Cc1c[nH]c2ccccc12,1,4,-9,-0.4,3,15,4,3,-8
CCOC(=O)[C@]12CCC=C1N(Cc1ccc(Cl)cc1Cl)C(=O)[C@H](CC(=O)NCc1cccs1)C2,-1,·,-11,·,8,0,-1,-2,·
O=C(CN1c2ccccc2Sc2ccccc21)NNC(=S)Nc1ccc(Cl)cc1,9,-1,7,-0.6,-6,-7,8,1,-8
CC1CCCN(CCCOc2ccc(Br)cc2Cl)C1 (configuration not stated),15,-3,4,-0.6,-19,-3,6,-18,-24
COC(=O)c1ccc(N2C(=O)CC(N3CCOCC3)C2=O)cc1 (configuration not stated),11,3,4,-0.3,-3,-10,1,-3,6
CCOCCC(=O)Nc1ncc(S(=O)(=O)c2ccc([N+](=O)[O-])cc2)s1,5,·,-7,15,8,-4,1,2,-37
CCc1ccccc1NC(=O)CCc1c(C)nc(SC)nc1C,15,1,-8,0.2,2,-6,1,-4,4
O=C(NC(=S)N1CCc2ccccc21)c1ccc(Br)o1,5,2,-5,-3.4,-1,4,1,-8,-2

# Quoted at random: 4 entries already listed.
SMILES,M5 antag,IDE inh,CHRM4 antagonist,CRFR2-BP ag,CHRM4 PAM,CHRM5 PAM,M4 ag,M5 ag,CRFBP-R2 block
CCOC(=O)[C@]12CCC=C1N(Cc1ccc(Cl)cc1Cl)C(=O)[C@H](CC(=O)NCc1cccs1)C2,-1,·,-11,·,8,0,-1,-2,·
CC1CCCN(CCCOc2ccc(Br)cc2Cl)C1 (configuration not stated),15,-3,4,-0.6,-19,-3,6,-18,-24
O=C(COc1ccc(Cl)cc1)NCCc1ccccn1,-2,6,-6,-2.0,6,8,1,0,-2
O=C(Nc1cc(Cl)ccc1-n1cncn1)c1ccc([N+](=O)[O-])o1,-5,0,1,-0.3,1,1,2,-3,-14

# Additional compounds
SMILES,M5 antag,IDE inh,CHRM4 antagonist,CRFR2-BP ag,CHRM4 PAM,CHRM5 PAM,M4 ag,M5 ag,CRFBP-R2 block
COc1ccc(S(=O)(=O)Nc2ccc(F)cc2)cc1N(C)S(=O)(=O)c1ccc(Cl)cc1,4,2,-12,1.3,-8,-11,13,-1,-10
CC1CCN(CCOc2ccc(Cl)c(Cl)c2)CC1,0,2,2,-1.3,-16,0,3,-7,-9
CC(C)(C)[C@H]1C=C(C(=O)NC2CC2)O[C@@H](OCc2ccc(CO)cc2)C1,-2,5,-19,-2.1,17,-4,2,3,7
COc1cc(Cl)cc(C#N)c1OCC(=O)O,-4,-2,8,-0.4,15,4,0,1,2
CC(=O)c1ccc(NC(=O)[C@@H]2CCCN2C(=O)OC(C)(C)C)cc1,3,-2,-8,-0.1,10,5,1,-5,7
Cc1ccc(C(O)(COC(=O)C(C)C)COC(=O)C(C)C)c(O)c1,6,-5,12,-2.2,-5,-10,6,2,1
COc1cc(/C=C(/NC(=O)c2ccccc2)C(=O)N2CCOCC2)c([N+](=O)[O-])cc1OC,29*,-1,8,0.2,-1,-6,1,-2,-1
Cc1ccccc1CN1C(=O)c2ccccc2C1c1nnnn1-c1ccc2c(c1)OCCO2 (configuration not stated),5,·,-15,·,8,-2,8,10,·
CC(=O)c1c(C)nc(-c2ccc(OCC(=O)Nc3ccc(F)cc3)cc2)n1O,5,-2,1,0.1,-2,2,2,-1,-7
COc1cc(Cl)c(C)cc1NC(=O)c1ccc2c(c1)OCO2,-7,10,-5,0.0,6,4,0,1,4
CC1(C(=O)NS(=O)(=O)c2ccc(Cl)s2)CCN1C(=O)C1(c2ccc(Cl)cc2)CCC1 (configuration not stated),6,·,-9,·,3,-3,-1,1,·
COc1ccc(CCNC(=O)CSc2nc(N)c3c(C)c(C)oc3n2)cc1OC,-5,0,1,1.4,2,1,1,-2,9
Cc1ccc(S(=O)(=O)CCN2CCN(c3ccccn3)CC2)cc1,9,8,1,-0.7,0,3,0,-4,-8
COc1ccc(-c2c(C#N)c(N)nc3sc(C(=O)c4ccccc4)c(N)c23)cc1,1,3,-2,48,2,4,2,-2,-61
O=C(CSc1cc(Cl)ccc1Cl)NC1CCCc2ccccc21 (configuration not stated),15,0,0,0.7,5,-3,0,-1,-2
CCCOc1cccc(C(=O)NC(=S)Nc2ccccc2)c1,4,5,1,-2.1,-1,-5,-2,-4,-13
Cc1ccc(-n2cnc3cc(NCc4cccs4)ccc32)cc1,-4,2,8,0.5,8,4,1,3,-18
Cc1sc(NC(=O)CSc2nc(O)cc(=O)[nH]2)nc1-c1ccccc1,0,-2,3,-0.4,3,5,1,-3,-12
O=C(CCS(=O)(=O)c1ccc2c(c1)NC(=O)CS2)NCCc1ccc(Cl)cc1,7,1,0,1.4,4,-6,2,-2,-13
CCc1nc2nc(C)c(NS(=O)(=O)c3ccc4c(c3)CCCC4)c(=O)n2[nH]1,18,1,3,-1.2,-2,-1,0,0,-2
O=C(CSc1nccc(=O)[nH]1)NC1CCCCCCC1,-3,3,-8,1.6,7,3,2,3,-11
Cc1cc(S(=O)(=O)NCCCN2CCOCC2)c(Cl)cc1Cl,6,-1,-13,-1.2,4,4,1,-6,-7
COc1ccc(NC(=O)c2oc3ccccc3c2NC(=O)c2ccco2)c(OC)c1,2,-2,18,-0.1,3,-5,2,-4,0
COc1ccc(C(=O)NNC(=O)CSc2nnc(C)n2C)cc1,-3,1,0,0.6,1,3,1,-3,-3
CSc1nc2sc3c(c2c(=O)[nH]1)CCCC3,-1,5,-4,-1.7,3,3,0,1,-7
